FLuc inhib CS = firefly luciferase enzyme inhibitors, primary screen, artefact control for luciferase-based inhibitor screens, biochemical, luminescence, ATPLite. 10 min. AID 1006, 2008. Luciferin 4-monooxygenase (Photinus pyralis), P08659. 200,000 compounds, 1.5% hits. inhibition, % at 10 µM;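 active = inhibition above about 50% when tested at 10 µM, limit read from the data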
Target sequence (P08659 whole entry, looked up): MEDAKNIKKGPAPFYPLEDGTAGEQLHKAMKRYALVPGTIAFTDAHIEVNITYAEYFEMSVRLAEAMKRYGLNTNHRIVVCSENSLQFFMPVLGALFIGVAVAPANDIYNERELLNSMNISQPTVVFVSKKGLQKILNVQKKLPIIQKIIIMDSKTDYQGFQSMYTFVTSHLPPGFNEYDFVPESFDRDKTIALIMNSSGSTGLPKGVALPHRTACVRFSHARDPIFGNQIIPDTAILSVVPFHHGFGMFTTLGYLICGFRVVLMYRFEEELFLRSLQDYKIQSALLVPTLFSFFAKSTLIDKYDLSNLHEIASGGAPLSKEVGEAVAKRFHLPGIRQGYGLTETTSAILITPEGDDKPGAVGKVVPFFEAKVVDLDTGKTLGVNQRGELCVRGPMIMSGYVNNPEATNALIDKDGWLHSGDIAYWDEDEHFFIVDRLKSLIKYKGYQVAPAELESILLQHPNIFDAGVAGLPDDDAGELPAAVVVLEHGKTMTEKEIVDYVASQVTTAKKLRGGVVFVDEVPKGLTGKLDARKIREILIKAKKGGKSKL
TNAP act hi DEA = TNAP activators at high phosphate acceptor level, primary screen, biochemical, luminescence, uHTS; AID 1136, 2008; activation factor at 20 µM; purified TNAP, CDP-star luminescence, 1 M DEA, 30 min; active compounds read high; 0 = EDTA background, 1 = DMSO-only activity; 200,000 tested, under 10 active;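 active = activation factor at least 2 at 20 µM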
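Measured by: Luminescent substrate turnover signal | Test system: Human TNAP | Input: TNAP 1/800 final | Dosing: 20 µM single point | Schedule: 30 min, room temperature | Controls: EDTA wells as negative control, DMSO wells as positive control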
NF-kB neuron act = activators of NF-kB expression in neurons, primary screen, cell-based, HTS. human neuronal cells, NF-kB reporter expression; active compounds read high. fold change at 12.5 µM. 190,000 compounds, 1.6% hits; in the data active = fold change above about 3.3
PMI act satM6P = human PMI activators, high substrate, primary screen, biochemical, fluorescence intensity, near-saturating mannose 6-phosphate | 190,000 compounds, 0.34% hits | coupled PMI enzyme assay, resazurin fluorescence, 20 min; active compounds read high; 1 = untreated enzyme, 0 = substrate-free blank | activation factor at 20 µM | Mannose-6-phosphate isomerase (Homo sapiens), P34949;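 active = activation factor of 2 or more at 20 µM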
Target sequence (P34949 whole entry, looked up): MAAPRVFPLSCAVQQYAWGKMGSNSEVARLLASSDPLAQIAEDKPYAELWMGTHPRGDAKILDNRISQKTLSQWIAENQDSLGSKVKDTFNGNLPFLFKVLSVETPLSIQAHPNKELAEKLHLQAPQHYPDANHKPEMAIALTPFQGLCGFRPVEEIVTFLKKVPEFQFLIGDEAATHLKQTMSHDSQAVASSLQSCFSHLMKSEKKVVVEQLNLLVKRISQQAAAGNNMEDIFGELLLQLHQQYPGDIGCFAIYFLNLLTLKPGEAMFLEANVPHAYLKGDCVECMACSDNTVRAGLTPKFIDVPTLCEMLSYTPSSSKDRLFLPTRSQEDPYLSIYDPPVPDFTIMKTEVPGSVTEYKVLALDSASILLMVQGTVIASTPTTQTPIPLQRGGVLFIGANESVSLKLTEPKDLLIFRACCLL
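assay system = human phosphomannose isomerase with PGI, G6PDH, diaphorase coupling enzymes | quantity = 15 ng/mL PMI | incubation = enzyme reaction with compound 20 min at room temperature | medium = HEPES pH 7.4 buffer with MgCl2 and Tween-20 | compound dosing = one concentration, 20 µM, in 1% DMSO | measured by = Diaphorase-driven resazurin-to-resorufin fluorescence, excitation 544, emission 590 nm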
PMI activator = activators of human PMI, primary screen, biochemical, fluorescence intensity, near-Km mannose 6-phosphate; purified human PMI, coupled resazurin fluorescence, 20 min; active compounds read high; 1 = vehicle control, 0 substrate-free wells; activation factor at 20 µM; 190,000 compounds, 0.005% hits; AID 1214, 2008;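 active = activation factor of 2 or more at 20 µM, relative to plate controls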
TNAP inh no acc = human TNAP enzyme inhibitors, primary screen, biochemical, luminescent, no phosphate acceptor, uHTS | purified TNAP, CDP-star luminescence, 30 min | inhibition, % at 20 µM | 200,000 compounds, 0.26% hits;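 active = tissue-nonspecific alkaline phosphatase inhibition above about 50% at 20 µM in the single-dose screen, limit read from the data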;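 note: 0% = DMSO negative control and 100% = EDTA positive control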
TNAP inh hi DEA = human TNAP enzyme inhibitors, primary screen, biochemical, luminescent, high phosphate acceptor level, uHTS. inhibition, % at 20 µM. 200,000 compounds, 0.03% hits. purified TNAP, CDP-star luminescence, 1 M DEA. AID 1135, 2008;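 active = over 50% inhibition of tissue-nonspecific alkaline phosphatase at 20 µM in the single-dose screen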;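 note: plate controls were DMSO wells for no effect and EDTA-quenched wells as full inhibition for full effect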
FLuc act counter = FLuc activators, initial screening, artefact control for FLuc-dependent activation tests, biochemical, ATPlite luminescence; activation factor at 10 µM; Luciferin 4-monooxygenase (Photinus pyralis), P08659; 200,000 tested, under 10 active; ATPlite luciferase biochemical, 10 min; 0 = ATP-free wells, 1 = DMSO control;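 active = luciferase activation factor, scaled between plate controls, of at least 2 with compound at 10 µM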
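Assay system: Luciferase/luciferin detection reagent, cell-free biochemical luciferase assay / Read-out: luciferase activation / Benchmarks: No-ATP low control, compound-free enzyme-plus-ATP high control / Medium: PBS buffer for ATP / Detection: luminescence measurement of luciferase light output / Schedule: 10 min at ambient temperature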
APP 5'UTR act = activators of APP 5'UTR luciferase reporter, primary screen, SH-SY5Y cells; 190,000 compounds, 1% hits; SH-SY5Y APP 5'UTR luciferase reporter, luminescence; zero percent = DMSO vehicle wells; AID 1276, 2008; activation, % at 2 µM;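 active = activation above a set limit, based on mean plus 3 SD of controls, cut at about 140% in these data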; note: values of inactives mirror those of a sister screen read the other way
bIAP activator = bovine intestinal alkaline phosphatase activators, primary screen, biochemical, bovine IAP, CDP-star luminescence; alkaline phosphatase, intestinal [Bos taurus]; purified bovine IAP, 30 min; active compounds read high; fold of DMSO-control signal, blank-subtracted; activation factor at 20 µM; 200,000 compounds, 0.17% hits;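 active = activation factor of 2 or more at 20 µM, a signal rise over negative controls twice the positive control's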
An asterisk follows results filed as active. Rows were taken by chance. About 3.6% of those tested had a hit in this group.

What do the screens show for `Cc1cc(SCC(=O)c2ccccc2)n2nc(C)nc2n1`?
FLuc inhib CS: 3; TNAP act hi DEA: 1; NF-kB neuron act: 1.4; PMI act satM6P: 1.1; PMI activator: 1.1; TNAP inh no acc: -29; TNAP inh hi DEA: 4; FLuc act counter: 1; APP 5'UTR act: -13; bIAP activator: 0.9

Results for COc1ccc(OC)c(NC(=O)COC(=O)C2CCN(C(=O)c3ccc(Cl)cc3)CC2)c1 ?
FLuc inhib CS: -2; TNAP act hi DEA: 1.1; PMI act satM6P: 1.1; PMI activator: 1; TNAP inh no acc: -21; TNAP inh hi DEA: -7; FLuc act counter: 1; APP 5'UTR act: 5; bIAP activator: 1.3

Results for CC(C)CC(=O)NCCCN1CCN(CCCNC(=O)CC(C)C)CC1 ?
FLuc inhib CS: -1; TNAP act hi DEA: 1; NF-kB neuron act: 1.1; PMI act satM6P: 1; PMI activator: 0.9; TNAP inh no acc: -10; TNAP inh hi DEA: -2; FLuc act counter: 1; APP 5'UTR act: 14; bIAP activator: 1

Results for Cc1cc(C)cc(-n2nnc(C(=O)NCc3ccccc3Cl)c2N)c1 ?
FLuc inhib CS: -8; TNAP act hi DEA: 1; NF-kB neuron act: 1.1; PMI act satM6P: 1.1; PMI activator: 1.1; TNAP inh no acc: 5; TNAP inh hi DEA: 1; FLuc act counter: 1.1; APP 5'UTR act: 13; bIAP activator: 1

Results for COn1c(=O)c(-c2ccc(Cl)cc2)[n+]([O-])c2ccccc21 ?
FLuc inhib CS: -4; TNAP act hi DEA: 1; NF-kB neuron act: 1.4; PMI act satM6P: 1; PMI activator: 1; TNAP inh no acc: -13; TNAP inh hi DEA: -4; FLuc act counter: 1; APP 5'UTR act: -7; bIAP activator: 0.9

Results for COCc1c(C(=O)OC/C(O)=C(\C#N)c2nc3ccccc3[nH]2)oc2ccccc12 ?
FLuc inhib CS: -7; TNAP act hi DEA: 1.1; NF-kB neuron act: 1.3; PMI act satM6P: 0.8; PMI activator: 0.9; TNAP inh no acc: -10; TNAP inh hi DEA: -6; FLuc act counter: 1.1; APP 5'UTR act: -7; bIAP activator: 1.2

How did Cc1nnc(SCC(=O)NCC(=O)Nc2ccc(F)c(F)c2F)n1Cc1ccccc1 do in these assays?
FLuc inhib CS: -4; TNAP act hi DEA: 1; NF-kB neuron act: 1; PMI act satM6P: 1; PMI activator: 1.1; TNAP inh no acc: -8; TNAP inh hi DEA: 0; FLuc act counter: 1; APP 5'UTR act: 9; bIAP activator: 0.9

How did CC(=O)OC(C#CCN1CCOCC1)c1ccccc1 (configuration not stated) do in these assays?
FLuc inhib CS: -6; TNAP act hi DEA: 1; NF-kB neuron act: 1.3; PMI act satM6P: 1; PMI activator: 1; TNAP inh no acc: -14; TNAP inh hi DEA: -2; FLuc act counter: 1.1; APP 5'UTR act: -1; bIAP activator: 0.9

How did COc1cccc(NC(=O)C(c2ccccc2)N2CCCC2)c1 (configuration not stated) do in these assays?
FLuc inhib CS: 0; TNAP act hi DEA: 1; NF-kB neuron act: 1.4; PMI act satM6P: 0.9; PMI activator: 1.1; TNAP inh no acc: -7; TNAP inh hi DEA: 1; FLuc act counter: 1; APP 5'UTR act: 13; bIAP activator: 1.1

Results for Cc1occc1C(=O)Nc1cc(C(C)(C)C)on1 ?
FLuc inhib CS: 29; TNAP act hi DEA: 1; NF-kB neuron act: 4.5*; PMI act satM6P: 1; PMI activator: 0.9; TNAP inh no acc: -16; TNAP inh hi DEA: -5; FLuc act counter: 0.7; APP 5'UTR act: 148*; bIAP activator: 0.9

How did CCCN(Cc1ccccc1)S(=O)(=O)c1ccc(N2C(=O)CCC2=O)cc1 do in these assays?
FLuc inhib CS: 1; TNAP act hi DEA: 1; NF-kB neuron act: 1; PMI act satM6P: 0.9; PMI activator: 0.9; TNAP inh no acc: -6; TNAP inh hi DEA: 2; FLuc act counter: 1; APP 5'UTR act: -15; bIAP activator: 1.1

What do the screens show for `COc1cccc(N=CC2=C(O)CCCC2=O)c1`?
FLuc inhib CS: 0; TNAP act hi DEA: 1; NF-kB neuron act: 1.1; PMI act satM6P: 0.9; PMI activator: 1; TNAP inh no acc: -6; TNAP inh hi DEA: 1; FLuc act counter: 1; APP 5'UTR act: -3; bIAP activator: 1.1

The last two compounds of the section above lead into the next.
How did CCCN(Cc1ccccc1)S(=O)(=O)c1ccc(N2C(=O)CCC2=O)cc1 do in these assays?
FLuc inhib CS: 1; TNAP act hi DEA: 1; NF-kB neuron act: 1; PMI act satM6P: 0.9; PMI activator: 0.9; TNAP inh no acc: -6; TNAP inh hi DEA: 2; FLuc act counter: 1; APP 5'UTR act: -15; bIAP activator: 1.1

What do the screens show for `COc1cccc(N=CC2=C(O)CCCC2=O)c1`?
FLuc inhib CS: 0; TNAP act hi DEA: 1; NF-kB neuron act: 1.1; PMI act satM6P: 0.9; PMI activator: 1; TNAP inh no acc: -6; TNAP inh hi DEA: 1; FLuc act counter: 1; APP 5'UTR act: -3; bIAP activator: 1.1

How did CCCC/C(O)=N\S(=O)(=O)c1ccc(N=NN(C)C)cc1 do in these assays?
FLuc inhib CS: -1; TNAP act hi DEA: 1; NF-kB neuron act: 1.6; PMI act satM6P: 1; PMI activator: 1; TNAP inh no acc: -8; TNAP inh hi DEA: 0; FLuc act counter: 1; APP 5'UTR act: -10; bIAP activator: 1.1

How did COc1ccc(/C=C/CN2CCCC(C(=O)c3cc(F)ccc3F)C2)cc1 (configuration not stated) do in these assays?
FLuc inhib CS: -2; TNAP act hi DEA: 1.1; NF-kB neuron act: 1.1; PMI act satM6P: 1; PMI activator: 1; TNAP inh no acc: -6; TNAP inh hi DEA: -6; FLuc act counter: 1; APP 5'UTR act: 14; bIAP activator: 1

Results for O=C(c1cccc(Cl)c1)N1CCN(Cc2c[nH]c3ccccc23)CC1 ?
FLuc inhib CS: -9; TNAP act hi DEA: 1.1; NF-kB neuron act: 1.4; PMI act satM6P: 1.1; PMI activator: 1; TNAP inh no acc: -7; TNAP inh hi DEA: -8; FLuc act counter: 1.1; APP 5'UTR act: 5; bIAP activator: 1

What do the screens show for `O=C1C(=O)N(CC2CCCO2)C(c2ccco2)/C1=C(/O)c1ccc(F)cc1` (configuration not stated)?
FLuc inhib CS: -5; TNAP act hi DEA: 1; NF-kB neuron act: 1; PMI act satM6P: 1; PMI activator: 1.1; TNAP inh no acc: -2; TNAP inh hi DEA: -2; FLuc act counter: 1.1; APP 5'UTR act: -5; bIAP activator: 1

Results for O=C(c1ccco1)N1CCN(S(=O)(=O)Cc2ccc(Cl)cc2)CC1 ?
FLuc inhib CS: 3; TNAP act hi DEA: 1; NF-kB neuron act: 0.98; PMI act satM6P: 1.1; PMI activator: 1; TNAP inh no acc: -2; TNAP inh hi DEA: 5; FLuc act counter: 1; APP 5'UTR act: 6; bIAP activator: 1

What do the screens show for `O=C(O)Cc1cn(-c2ccccc2)nc1-c1ccccc1`?
FLuc inhib CS: -8; TNAP act hi DEA: 1.1; NF-kB neuron act: 1.1; PMI act satM6P: 1.1; PMI activator: 1; TNAP inh no acc: -4; TNAP inh hi DEA: -6; FLuc act counter: 1.1; APP 5'UTR act: -31; bIAP activator: 0.9

Results for CCOC(=O)C(CCCOc1cccc(OC)c1)C(=O)OCC ?
FLuc inhib CS: -2; TNAP act hi DEA: 1.1; NF-kB neuron act: 1.1; PMI act satM6P: 1; PMI activator: 1; TNAP inh no acc: -11; TNAP inh hi DEA: -6; FLuc act counter: 1; APP 5'UTR act: 14; bIAP activator: 1

What do the screens show for `CCc1cccc(N=c2c([N+](=O)[O-])nn(-c3ccc4c(c3)OCCO4)n2O)c1`?
FLuc inhib CS: -3; TNAP act hi DEA: 1; NF-kB neuron act: 0.8; PMI act satM6P: 0.9; PMI activator: 1.1; TNAP inh no acc: 3; TNAP inh hi DEA: 5; FLuc act counter: 1; APP 5'UTR act: -17; bIAP activator: 1.1

Results for CN(Cc1ccc(F)cc1)Cc1nc(-c2cnccn2)no1 ?
FLuc inhib CS: -6; TNAP act hi DEA: 1.1; NF-kB neuron act: 1.4; PMI act satM6P: 0.9; PMI activator: 1; TNAP inh no acc: -1; TNAP inh hi DEA: -6; FLuc act counter: 1.1; APP 5'UTR act: -2; bIAP activator: 1

How did COc1nc(Oc2ccc(C(=O)OCC(N)=O)cc2)nc(N(C)C)n1 do in these assays?
FLuc inhib CS: -6; TNAP act hi DEA: 1; NF-kB neuron act: 1.1; PMI act satM6P: 0.8; PMI activator: 0.9; TNAP inh no acc: 1; TNAP inh hi DEA: -2; FLuc act counter: 1.1; APP 5'UTR act: 6; bIAP activator: 0.9

What do the screens show for `CCOC(=O)C1=C(O)/C(=C/c2ccc(-c3ccccc3C(=O)O)o2)SC1=Nc1ccc(OC)cc1`?
FLuc inhib CS: -4; TNAP act hi DEA: 0.9; NF-kB neuron act: 0.87; PMI act satM6P: 1.7; PMI activator: 1.3; TNAP inh no acc: 5; TNAP inh hi DEA: 8; FLuc act counter: 1; APP 5'UTR act: -6; bIAP activator: 0.9

Results for COc1cc(/C=C/C(=O)Nc2ccc(C(C)=O)cc2)cc(OC)c1OC ?
FLuc inhib CS: -4; TNAP act hi DEA: 1; NF-kB neuron act: 0.63; PMI act satM6P: 1; PMI activator: 1; TNAP inh no acc: -8; TNAP inh hi DEA: 0; FLuc act counter: 1; APP 5'UTR act: -3; bIAP activator: 0.8

Results for COc1cccc(N=C(N)N)c1 ?
FLuc inhib CS: -3; TNAP act hi DEA: 1; NF-kB neuron act: 1.1; PMI act satM6P: 1.1; PMI activator: 1; TNAP inh no acc: -12; TNAP inh hi DEA: -5; FLuc act counter: 1; APP 5'UTR act: -9; bIAP activator: 1

What do the screens show for `COC(=O)Cc1c(C)nc2nc[nH]n2c1=O`?
FLuc inhib CS: -8; TNAP act hi DEA: 1.1; NF-kB neuron act: 1.1; PMI act satM6P: 1.2; PMI activator: 1.1; TNAP inh no acc: 5; TNAP inh hi DEA: -8; FLuc act counter: 1.1; APP 5'UTR act: 2; bIAP activator: 0.9

Results for O=C(COCc1nc2ccccc2c(=O)[nH]1)NC1CCCC1 ?
FLuc inhib CS: -7; TNAP act hi DEA: 1; NF-kB neuron act: 1.2; PMI act satM6P: 1; PMI activator: 1; TNAP inh no acc: -5; TNAP inh hi DEA: -5; FLuc act counter: 1.1; APP 5'UTR act: 9; bIAP activator: 1
